CHO parental Ca: counter-screen: ATP calcium response change in parental CHO cells. parental CHO-K1, ATP-induced calcium, Fluo-8 fluorescence. inhibition, % at 5.6 µM. 0.63% of 330,000 active;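 active means inhibition above that plate's mean sample inhibition plus 3 SD, cut at about 26% in these data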;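 further: 0% = ATP-challenged DMSO wells and 100% = DMSO wells without ATP; some compounds past the cut are filed as inactive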
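test system = CHO parental line | reagent = ATP stimulus | measured by = intracellular calcium via Fluo-8 no-wash fluorescent dye | control set = ATP and no-ATP DMSO wells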
M1 ag parental: M1 agonist counterscreen hit in parental CHO-K1 cells. Fluo-8 calcium fluorescence; scaled to maximal ATP response, vehicle zero. 0.48% of 360,000 active. activation, % at 3 µM; in the data active means activation above about 15%;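 further: untransfected CHO-K1 host cells lacking M1 receptor as counterscreen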
OXTR potentiate: potentiators of human oxytocin receptor | P30559 | CHO-OTR cells, Fluo-8 calcium fluorescence, potentiator mode; 0% = oxytocin EC15, 100% = EC100 | activation, % at 3 µM | 0.061% of 320,000 active;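 active means activation above that plate's cutoff, the mean activation of tested compounds plus 3 SD, cut at about 6.6% in these data, passing the limit was not always enough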;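 further: 100% uses oxytocin at 75 nM as the full agonist control; some results filed as inactive read as strong as hits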
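Replication – single well per compound, singlicate · Assay system – CHO cell line stably expressing human OTR · Timing – 6 min pre-incubation, 100 s read · Measure – normalized max/min fluorescence ratio, % activation · Doses – 3.0 µM, one dose · Detection – Fluo-8 calcium dye fluorescence · Probe or stimulus – oxytocin near EC15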
GPR7 antag: antagonists of human GPR7 (neuropeptides B/W receptor 1) | inhibition, % at 4.4 µM | 1.1% of 290,000 active | GPR7-expressing cells, fluorescence antagonist assay | AID 1861 | P48145; in the data active means inhibition above about 16%, passing the limit was not always enough;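 further: cells stimulated with the agonist NPW; 0% = agonist with vehicle and 100% = vehicle without agonist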
Target sequence (P48145 whole entry, looked up): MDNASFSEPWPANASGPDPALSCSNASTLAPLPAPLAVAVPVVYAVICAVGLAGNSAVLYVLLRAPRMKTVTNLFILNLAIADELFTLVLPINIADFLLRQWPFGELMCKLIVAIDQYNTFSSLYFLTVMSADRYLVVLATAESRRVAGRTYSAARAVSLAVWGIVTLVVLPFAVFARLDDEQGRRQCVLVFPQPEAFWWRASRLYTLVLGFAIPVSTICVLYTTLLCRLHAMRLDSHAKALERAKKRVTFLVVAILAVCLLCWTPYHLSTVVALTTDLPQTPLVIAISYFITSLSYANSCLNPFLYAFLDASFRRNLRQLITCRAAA
CHO-K1 Ca antag: M1 antagonist counterscreen hit in parental CHO-K1 cells; ATP-induced calcium, Fluo-8 fluorescence; inhibition, % at 3 µM; 0.6% of 360,000 active;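 active means inhibition above a per-plate cutoff, the plate's mean sample inhibition plus 3 SD, cut at about 24% in these data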;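 further: 0% = DMSO plus EC80 ATP and 100% = DMSO alone without ATP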
OXTR agonist: activates the human oxytocin receptor | P30559 | CHO-OTR cells, Fluo-8 calcium fluorescence; normalized: DMSO 0%, oxytocin 100% | activation, % at 3 µM | 0.32% of 320,000 active;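 active means activation above the mean of all tested compounds plus 3 SD, cutoff set per screening run, cut at about 20% in these data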;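 further: peak over basal fluorescence ratio from a 100 s FLIPR kinetic read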
TAAR1 antagonist: human TAAR1 antagonism; 1.5% of 360,000 active; CHO RD-HGA16 TAAR1, Fluo-8 calcium fluorescence, antagonist; inhibition, % at 3 µM;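 active means inhibition above a per-plate cutoff, the mean inhibition of test compounds on that plate plus 3 SD, cut at about 49% in these data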;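 further: 0% = DMSO plus EC80 beta-PEA response and 100% = DMSO alone without agonist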
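Material: CHO RD-HGA16 cells bearing hTAAR1; compound dosing: one-point dosing, 3 µM nominal final; schedule: dye loading 75 min at 37 °C, then 30 min room temperature; measured by: calcium fluorescence with Fluo-8; control set: vehicle and agonist controls; replication: n of 1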
CHO-K1 Ca PAM: M1 PAM counterscreen hit in parental CHO-K1 cells | AID 602247 | activation, % at 3 µM | 0.02% of 360,000 active | ATP EC20, Fluo-8 calcium fluorescence; 0% at ATP EC20, 100% at ATP max;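 active means activation above the run cutoff, the mean activation of all test compounds plus 3 SD, cut at about 40% in these data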;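 further: peak over basal fluorescence ratio in a 140 s read after ATP addition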
V1aR counter: counter-screen for oxytocin receptor agonists: human V1a receptor agonists; CHO-V1R cells, Fluo-8 calcium fluorescence, agonist mode; 0% DMSO, 100% 3 nM vasopressin; activation, % at 3 µM; 0.25% of 320,000 active;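 active means activation above the mean activation of all tested compounds plus 3 SD, per screening run, cut at about 20% in these data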;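 further: signal is peak over basal fluorescence ratio across a 100 second FLIPR read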
Target sequence (P37288 whole entry, looked up): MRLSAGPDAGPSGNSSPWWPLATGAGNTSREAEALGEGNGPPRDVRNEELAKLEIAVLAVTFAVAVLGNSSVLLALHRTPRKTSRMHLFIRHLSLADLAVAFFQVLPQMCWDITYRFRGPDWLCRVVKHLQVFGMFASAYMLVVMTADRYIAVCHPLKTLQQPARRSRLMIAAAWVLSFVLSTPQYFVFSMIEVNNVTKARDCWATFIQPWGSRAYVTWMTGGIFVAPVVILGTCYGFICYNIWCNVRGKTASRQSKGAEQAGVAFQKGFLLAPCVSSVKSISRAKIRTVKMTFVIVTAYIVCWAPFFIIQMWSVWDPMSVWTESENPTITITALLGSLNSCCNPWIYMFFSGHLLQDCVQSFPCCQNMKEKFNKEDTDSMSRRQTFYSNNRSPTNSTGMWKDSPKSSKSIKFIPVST
* = called active by the depositor; . = no result given.

#	Compound	OXTR agonist	CHO-K1 Ca PAM	CHO-K1 Ca antag	TAAR1 antagonist	OXTR potentiate	CHO parental Ca	GPR7 antag	V1aR counter	M1 ag parental
1	CS(=O)(=O)Nc1ccc(C(=O)Nc2ccc3c(c2)OCO3)cc1	1.1	5	3	15	1	-3	-7	0.9	-0.1
2	C[C@@]12CCC3[C@@](CC[C@@H]4[C@](C)(C(=O)O)CCC[C@@]34C)(C[C@H]1O)C2 (stereo partly drawn)	-0.1	-15	-8	-3	-14	-3	11	4.2	0.3
3	CN(C)c1ccc(/C=[N+](\[O-])C2N(c3ccccc3)C(=S)SC2(C)C)cc1 (stereo not drawn)	-0.8	15	-8	1	-5	-27	4	-0.8	0.7
4	CN(CC(=O)Nc1ccc(F)cc1)C(=O)CN1C(=O)NC(CCc2ccccc2)C1=O (stereo not drawn)	.	-3	-4	-1	.	.	.	.	-0.2
5	COc1ccccc1C(=O)NC1CC2CCCC(C1)N2Cc1ccccc1 (stereo not drawn)	.	12	-7	2	.	.	.	.	0.1
6	COc1cc(CCC(=O)OCC(=O)Nc2cccc(S(N)(=O)=O)c2)cc(OC)c1OC	0.1	17	-3	-5	-4	-13	-6	0.3	0.9
7	CCN(CC)S(=O)(=O)c1ccc(Cl)c(C(=O)N2CCc3ccccc32)c1	-0.3	12	-5	6	-8	1	-5	2.9	2.9
8	CC(=O)OCC1OC(Nc2cccc(C)c2)C(OC(C)=O)C(OC(C)=O)C1OC(C)=O (stereo not drawn)	-0.3	-3	0	3	-1	-6	-8	0.8	-0.3
9	Cn1cc(C(=O)C(=O)NC2CC2)c2ccccc21	.	-5	-8	5	.	.	.	.	0.4
10	CCOc1cc(/C=N\Nc2ncc(F)c(N3CCOCC3)n2)ccc1Oc1nc(Cl)ncc1F	-3.1	13	-4	0	-3	-28	2	-0.7	2.0
11	COCCCNC(=O)CN(c1cc(Cl)ccc1OC)S(=O)(=O)c1ccc(C)c([N+](=O)[O-])c1	0.2	13	-4	3	-4	-26	3	0.0	0.3
12	COc1ccc(-c2nn(CCC(=O)O)cc2/C=N/NC(N)=S)cc1	0.7	19	-13	-5	-3	-12	-12	-0.1	0.3
13	CC(=O)n1nc(-c2ccco2)nc1SCc1ccccc1	-0.1	14	0	.	-3	-8	-14	0.3	1.4
14	O=C(COc1ccccc1-c1ccccc1)NCc1cccc(Cl)c1	0.3	12	-11	28	-12	-26	-2	1.0	0.6
15	COC(=O)Nc1ccc(S(=O)(=O)N2CCCCC2)cc1	0.4	2	-7	10	-3	-1	-8	0.2	0.5
16	CCc1ccccc1NC(=O)CCS(=O)(=O)c1ccc2c(c1)CCCN2C(C)=O	0.4	-3	-6	-18	-7	-20	-3	2.0	0.8
17	COc1cc2ccccc2cc1C(=O)Nc1ccncc1	-2.4	10	8	-10	-5	-22	.	-1.2	-0.1
18	CCOC(=O)/C=C/C(=O)Nc1ccc(S(=O)(=O)Nc2cc(C)on2)cc1	4.0	0	-14	1	-3	-5	-4	0.6	1.1
19	Cc1ccc(NC(=O)Cc2ncon2)cc1Cl	1.6	14	-11	-19	-8	-8	-12	-0.2	1.5
20	Cc1sc2ncnc(Sc3nnnn3-c3ccc(Cl)cc3)c2c1C	-0.6	-12	4	2	-9	-22	-3	-0.4	2.4
21	c1ccc(CCNc2cc(-c3ccc4ccccc4c3)nc3ccnn23)nc1	.	-14	13	-2	.	.	.	.	-0.2
22	c1ccn2cc(-c3ccc4c(c3)OCCO4)nc2c1	-1.6	7	-3	14	-6	-18	-7	-1.8	1.0
23	Cc1cccnc1C(NC(=O)C1CCN(CCOc2ccc(F)cc2)CC1)c1ccc(F)cc1 (stereo not drawn)	.	21	-14	-8	.	.	.	.	0.4
24	CCc1ccccc1N1CC23C=CC(O2)C(C(=O)OC)C3C1=O (stereo not drawn)	0.6	24	-11	-17	1	-10	-11	0.3	1.4
25	CCOC(=O)Nc1sc(C(=O)N(CC)CC)c(C)c1C(=O)OCC	-0.4	13	-5	16	-15	-16	2	0.7	-0.1
26	Cc1ccc(CNC(=O)c2ccc(NS(=O)(=O)c3cccs3)cc2)cc1	2.2	-12	-4	-10	-4	6	-8	2.7	1.4
27	Cn1c(NCCN2CCCC2)nc2cc(-c3ccsc3)sc2c1=O	.	13	-4	-17	.	.	.	.	0.0
28	COc1ccccc1C(=O)NCc1nnc(SCC(=O)Nc2nccs2)n1C	0.5	-1	-12	-12	-4	-9	-8	0.2	0.5
29	O=C(c1ccc(Cl)cc1)N(Cc1ccco1)C1CCS(=O)(=O)C1 (stereo not drawn)	0.0	-5	4	4	-2	-8	1	1.4	3.1
30	CC(C)CC(=O)c1c[nH]c(C(=O)NCC2CCCO2)c1 (stereo not drawn)	-0.8	23	-14	-8	-5	-7	3	-0.6	0.8
31	c1nnc(NC2=NCCC2)s1	0.4	14	2	6	-18	3	-1	1.0	0.9
32	CC(C)c1nnc(NC(=O)CCC(=O)N2CCN(c3ccc(F)cc3)CC2)s1	-0.6	-3	-7	-4	2	-27	3	0.0	1.3
33	CCCN(CC(=O)Nc1ccccc1C)C(=O)COC(=O)c1cnc(C)cn1	.	4	6	2	.	.	.	.	0.1
34	CCOC(=O)C1=CN(Cc2cccc(F)c2)S(=O)(=O)N(C)C1c1ccc(F)c(Cl)c1 (stereo not drawn)	.	17	-16	15	.	-7	.	.	0.7
35	CCn1c(CNS(=O)(=O)c2ccc(Br)cc2)n[nH]c1=S	0.1	-6	-3	6	-4	-1	5	0.4	0.3
36	CC(C)=CC(=O)OCC(=O)Nc1cc(C)cc(C)c1	-1.8	12	-14	-4	-9	-6	0	-0.2	0.7
37	O=C(Nc1cccc(Cl)c1)C1CCCN(C2=NS(=O)(=O)c3ccccc32)C1 (stereo not drawn)	.	-18	12	-19	.	.	.	.	1.0
38	CC(C)(C)OC(=O)C[C@@H]1C/C=C\C[C@@H](CC(=O)NCCO)C(=O)N2CCC[C@H]2COC1=O	0.5	10	-14	17	-4	-4	.	0.8	0.7
39	O=C(c1cc(Cl)ccc1OCc1ccccc1)N1CCOCC1	-1.2	-1	6	-36	-2	-11	0	0.1	0.5
40	Cc1c(C(=O)NCc2ccoc2)oc2ccc3c(c12)C(=O)CC(C)(C)O3	-1.4	21	-15	15	-2	-13	10	-0.8	0.8

The final 2 records of the part above are carried over, then new ones follow.
#	Compound	OXTR agonist	CHO-K1 Ca PAM	CHO-K1 Ca antag	TAAR1 antagonist	OXTR potentiate	CHO parental Ca	GPR7 antag	V1aR counter	M1 ag parental
39	O=C(c1cc(Cl)ccc1OCc1ccccc1)N1CCOCC1	-1.2	-1	6	-36	-2	-11	0	0.1	0.5
40	Cc1c(C(=O)NCc2ccoc2)oc2ccc3c(c12)C(=O)CC(C)(C)O3	-1.4	21	-15	15	-2	-13	10	-0.8	0.8
41	Cc1cc2oc(=O)cc(Cn3ncc(Cl)c(Cl)c3=O)c2cc1Cl	-1.0	12	-4	.	4	-14	-9	0.1	0.8
42	CCN(CC(=O)NCc1ccc(Cl)cc1)C(=O)C(C)Sc1ccccc1 (stereo not drawn)	-2.2	2	3	-34	-6	-9	-2	1.1	2.4
43	COc1ccc(/C=N/NC(=O)c2ccc(N(C)S(=O)(=O)c3ccccc3)cc2)cc1OC	0.8	10	0	25	-6	-9	-13	2.0	3.9
44	COc1ccc(CN(C)Cc2cc(=O)n3ccsc3n2)c(OC)c1OC	0.8	-10	-14	-22	-1	1	-16	0.5	1.8
45	O=C(CCC(=O)N1CCN(c2ccc(C(F)(F)F)cn2)CC1)c1cccs1	9.7	4	-9	-7	-8	-12	.	7.9	5.2
46	CCOc1ccc(/C=C/C(=O)Nc2cccc(C(C)=O)c2)cc1	5.1	0	8	42	-11	-24	14	3.8	5.9
47	COC(=O)C1=C(C)N(C)C(C)=C(C(=O)OC)C1c1ccsc1	-2.9	5	-12	6	3	-21	-9	-1.9	-1.0
48	CNC(=O)COC(=O)c1cc(-c2ccccc2)nn1-c1ccccc1	2.1	-7	-7	4	-8	5	-7	1.6	0.6
49	COc1ccc(CNC(=O)CN(C(=O)c2snc(C(N)=O)c2N)c2ccc(OC)c(OC)c2)cc1	0.0	-7	-23	9	-6	-21	-2	0.2	0.9
50	O=S(=O)(Nc1nc2ccccc2nc1-[n+]1cccc(N=C([O-])c2ccc(Cl)cc2)c1)c1ccccc1	-0.1	.	.	-21	-2	-22	-6	1.0	.
51	COC(=O)c1cccc(NC(=S)Nc2ccccc2Cl)c1	1.2	9	-4	-11	-2	-10	-2	-0.5	2.8
52	Cc1c(Cl)cccc1NC(CC(=O)c1ccccc1)C(=O)OCC(=O)c1cccs1 (stereo not drawn)	1.3	12	-16	-2	-9	-12	6	1.4	0.7

Single records, from the list above. Screens in order: OXTR agonist | CHO-K1 Ca PAM | CHO-K1 Ca antag | TAAR1 antagonist | OXTR potentiate | CHO parental Ca | GPR7 antag | V1aR counter | M1 ag parental
CCOc1ccc(/C=C/C(=O)Nc2cccc(C(C)=O)c2)cc1 is entered as 5.1 | 0 | 8 | 42 | -11 | -24 | 14 | 3.8 | 5.9
COc1ccc(CN(C)Cc2cc(=O)n3ccsc3n2)c(OC)c1OC is entered as 0.8 | -10 | -14 | -22 | -1 | 1 | -16 | 0.5 | 1.8
O=S(=O)(Nc1nc2ccccc2nc1-[n+]1cccc(N=C([O-])c2ccc(Cl)cc2)c1)c1ccccc1 is entered as -0.1 | . | . | -21 | -2 | -22 | -6 | 1.0 | .
CNC(=O)COC(=O)c1cc(-c2ccccc2)nn1-c1ccccc1 is entered as 2.1 | -7 | -7 | 4 | -8 | 5 | -7 | 1.6 | 0.6
CCN(CC(=O)NCc1ccc(Cl)cc1)C(=O)C(C)Sc1ccccc1 (stereo not drawn) is entered as -2.2 | 2 | 3 | -34 | -6 | -9 | -2 | 1.1 | 2.4

Source: PubChem BioAssay
